# UTI89 phage lysis: protection from phage-mediated lysis, alamar blue read-out – E. coli UTI89, K1F phage, bacterial capsule biogenesis inhibitors (AID 488966). E. coli UTI89 K1F phage lysis, alamar blue, 2 h; higher % means a stronger effect. inhibition, % at 100 µM; hits with a dose series show IC50 in µM. 0.02% of 340,000 active;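 active = phage lysis inhibition, versus mean bacterial control, above a set limit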;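 note: capsule biogenesis inhibitors block K1F phage lysis so surviving cells raise fluorescence; higher fluorescence means more inhibition of phage lysis; actives were called in the ten point dose series up to 300 µM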
# PMI inhibitors: inhibitors of human PMI, primary screen, biochemical, fluorescence intensity, coupled assay (AID 1209); purified PMI enzyme, coupled fluorescence intensity; higher % means a stronger effect; one-dose inhibition, % at 20 µM; IC50 in µM for titrated hits; 0.42% of 190,000 active;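 note: plate controls were DMSO vehicle for no effect and wells lacking substrate for full effect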
# P. falciparum M17LAP: P. falciparum M17LAP inhibitors, primary screen, biochemical, fluorogenic H-Leu-NHMec substrate, 1536-well (AID 1619); recombinant M17LAP, H-Leu-NHMec fluorogenic kinetic assay; higher % means a stronger effect; one-dose inhibition, % at 30 µM; IC50 in µM for titrated hits; 0.38% of 220,000 active;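 active = compound inhibiting the enzyme by more than half at any dose during confirmatory dose-response retesting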;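 note: plate controls were full reaction with DMSO carrier for no effect and no enzyme background for full effect; strong numbers were not always called active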
# Siah-1 displacement: blockers of Siah-1 interaction with plectin peptide – biochemical, fluorescence polarization, rhodamine-plectin, uHTS, primary screen (AID 1817); Siah-1 / rhodamine-plectin peptide fluorescence polarization; higher % means a stronger effect; one-dose displacement, % at 20 µM; IC50 in µM for titrated hits; 0.02% of 290,000 active;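 active = displacement of at least 50% at 20 µM, with a fluorescence ratio check between 0.3 and a set limit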;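 note: plate controls were Siah plus tracer with DMSO for no effect and tracer alone without Siah for full effect; strong numbers were not always called active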
# TNAP activation fold: human TNAP enzyme activators, primary screen, biochemical, luminescent, no phosphate acceptor, uHTS (AID 1001); purified TNAP, luminescent activation assay, no phosphate acceptor; higher activation fold means a stronger effect; activation fold at 20 µM, or EC50 in µM where a hit was titrated; 0.03% of 200,000 active; in the data active = activation fold from about 3, or a potency from the dose series; inactive = the rest, 99 in 100 with activation fold below about 1.6; note: many of its hits are not listed in these tables
# Hep lipid drop: modulators of hepatic lipid droplet formation; AML12 mouse hepatocytes, oleate lipid droplets, BODIPY imaging; inhibition, % at 6.5 µM; 0.4% of 240,000 active; AID 1656;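 active = lipid droplet intensity inhibited by at least 50%, with more than 500 cells counted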
#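 Material – AML12 mouse liver cells · Also added – oleate loading, 100 µM · Compound dosing – 6.5 µM single-point dosing · Times – overnight treatment with compound plus oleate · Measured by – fluorescence imaging, 20x objective, two fields per well · Read-out – percent inhibition of filter-corrected integrated lipid droplet intensity per well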
# M1AAP inhibition: P. falciparum M1AAP inhibitors, biochemical, fluorogenic H-Leu-NHMec substrate, 1536-well (AID 1445) | 0.42% of 220,000 active | recombinant M1AAP, H-Leu-NHMec fluorogenic kinetic assay; higher % means a stronger effect | one-dose inhibition, % at 30 µM; IC50 in µM for titrated hits;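 active = primary inhibition above the hit cutoff, then over 50% inhibition at one or more dose response concentrations, cut at about 23% in these data, passing the limit was not always enough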;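 note: plate controls were DMSO full reaction for no effect and no enzyme background for full effect; strong numbers were not always called active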
# human PMI inhibitors: MPI inhibition at elevated mannose 6-phosphate – biochemical, fluorescence intensity, high mannose 6-phosphate, primary screen (AID 1220); recombinant PMI enzyme, coupled fluorescence intensity; higher % means a stronger effect; one-dose inhibition, % at 20 µM; IC50 in µM for titrated hits; 0.66% of 190,000 active
# XIAP antagonists: XIAP antagonists, biochemical, IAP family, fluorescence polarization (AID 1018) | one-dose displacement, % at 20 µM; IC50 in µM for titrated hits | XIAP BIR domain, fluorescence polarization peptide displacement; higher % means a stronger effect | 0.007% of 200,000 active; in the data active = displacement above about 50%; note: a part of the inactive calls stands beside numbers as strong as those of hits
# Hep lipid drop cells 6.5 µM: also measured in Hep lipid drop; calls as there; cell count; measured here: cell count, cytotoxicity flag;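 cells counted across two imaged fields per well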
# * hit, by the source's call; i = inactive; x = no result given; [ ] = dose if it differs, or a comment. Cut-off read from the data, not from the text of the source, unless noted: active = inhibition above about 50%; inactive = the rest.
SMILES,UTI89 phage lysis,PMI inhibitors,P. falciparum M17LAP,Siah-1 displacement,TNAP activation fold,Hep lipid drop,Hep lipid drop cells 6.5 µM,M1AAP inhibition,human PMI inhibitors,XIAP antagonists
CCOC(=O)NC1(NCC(C)C)Oc2ccccc2O1,4.0%,42%,3%,-3%,1,-10,660,-1%,39%,-6.1%
Cc1ccc(NC(=O)C(=O)NC2CCCCC2)cc1,0.1%,0%,-9%,1%,1.1,20,720,-2%,-3%,-6.9%
Cc1cccc(N/N=C/c2ccc(O)c(O)c2O)c1,3.2%,x,7%,24%,x,-5,756,8%,x,x
O=C(OCc1cc2ccccc2[nH]c1=O)c1cccc([N+](=O)[O-])c1,0.1%,x,-6%,13%,x,-7,699,7%,x,x
Cc1ccc2[nH]c3c(=O)n(Cc4ccncc4)cnc3c2c1,0.0%,14%,-4%,1%,1,29,779,-3%,-1%,-2.8%
Cc1cc(C)nc(SCc2nnc(SCC(=O)OC3CCCCC3)o2)n1,-0.3%,-1%,10%,0%,0.9,x,x,4%,-6%,-4.4%
COc1ccc(/C=N/NC(=O)c2ccccc2)cc1CN1CCN(c2ccc(F)cc2)CC1,0.1%,-6%,5%,3%,1,x,x,0%,-4%,-3.0%
CCc1ccc2[nH]c(=O)c(CN(Cc3nnnn3C3CCCC3)C3CCCCC3)cc2c1,-0.9%,-24%,6%,4%,1,x,x,22%,-25%,-6.0%
NS(=O)(=O)c1ccc(CCN=Cc2ccccc2O)cc1,2.6%,1%,15%,-1%,1,-21,552,6%,3%,-3.0%
Cc1cnc(C(=O)N2CCCC(C(=O)c3ccc(C(F)(F)F)cc3)C2)cn1 (stereo not given),0.2%,x,18%,3%,1,-3,636,3%,x,-0.1%
O=C(Nc1ccc(S(=O)(=O)NCc2cccnc2)cc1)c1ccco1,0.4%,2%,-2%,-4%,1.1,x,x,-3%,1%,-17%
Cc1cc(CNC(=O)Cn2nc(C)c([N+](=O)[O-])c2C)c2ccccc2n1,0.1%,-44%,17%,2%,1.2,3,693,6%,-26%,-1.7%
O=C(NC1CC2CCCC(C1)N2C(=O)N1CCCCC1)C1CCCCC1 (stereo not given),0.4%,0%,-10%,-4%,1.2,x,x,3%,-9%,-1.7%
Nc1cnn(C2OC(CO)C(O)C2O)c(=O)n1 (stereo not given),-0.5%,0%,4%,-1%,1.1,5,675,7%,24%,-6.5%
CCC(C)NC(=O)COC(=O)Cc1sc(N)nc1-c1ccc(C)cc1 (stereo not given),0.1%,4%,4%,13%,1.1,-23,654,5%,-2%,-0.2%
COc1ccc2c(c1)nc1n2CN(CC2CCCO2)CN1Cc1ccccc1 (stereo not given),x,9%,x,6%,1.1,x,x,x,6%,-1.8%
CCOc1ccc(NC(=S)NNC(=S)Nc2cccc(C(F)(F)F)c2)cc1,0.3%,x,-6%,2%,x,2,727,3%,x,x
CN(C)/C=C1\C(=O)NN=C1c1ccccc1,-0.8%,9%,76%,-1%,1.1,12,699,1%,24%,-2.6%
O=C(Nc1cccc(Br)c1)c1ccc2nc(N3C(=O)CCC3=O)sc2c1,i,-2%,33%,0%,1.1,x,x,13%,3%,-6.0%
CSc1nnc(-c2ccccc2Cl)o1,1.1%,4%,-7%,4%,1.2,12,774,7%,-1%,-10%
CCOC(=O)N1CCN(C(=O)COc2ccc(S(=O)(=O)NCC(C)C)cc2C)CC1,8.2%,17%,-2%,1%,1.1,1,728,-3%,10%,-5.9%
Cc1cccc(OCc2nnc(NC(=O)Cc3cccs3)s2)c1,0.3%,11%,-3%,8%,1.1,16,730,-2%,4%,-3.7%
N#Cc1c(-c2ccccc2)ccn(Cc2ccccc2Cl)c1=O,-0.4%,-7%,-4%,3%,1,x,x,1%,-7%,-4.2%
Cc1ccn2c(C(=O)c3ccc(Cl)cc3)cnc2c1,5.4%,-8%,0%,2%,0.9,16,741,7%,-2%,-7.2%
CCOc1ccc(C2CC(c3cccc(C)c3)n3ncnc3N2)cc1 (stereo not given),7.0%,3%,2%,-2%,1,x,x,1%,-3%,-9.7%

# By substructure: the entries above with two or more sulfur atoms (3)
SMILES,UTI89 phage lysis,PMI inhibitors,P. falciparum M17LAP,Siah-1 displacement,TNAP activation fold,Hep lipid drop,Hep lipid drop cells 6.5 µM,M1AAP inhibition,human PMI inhibitors,XIAP antagonists
Cc1cc(C)nc(SCc2nnc(SCC(=O)OC3CCCCC3)o2)n1,-0.3%,-1%,10%,0%,0.9,x,x,4%,-6%,-4.4%
CCOc1ccc(NC(=S)NNC(=S)Nc2cccc(C(F)(F)F)c2)cc1,0.3%,x,-6%,2%,x,2,727,3%,x,x
Cc1cccc(OCc2nnc(NC(=O)Cc3cccs3)s2)c1,0.3%,11%,-3%,8%,1.1,16,730,-2%,4%,-3.7%

# New compounds follow
SMILES,UTI89 phage lysis,PMI inhibitors,P. falciparum M17LAP,Siah-1 displacement,TNAP activation fold,Hep lipid drop,Hep lipid drop cells 6.5 µM,M1AAP inhibition,human PMI inhibitors,XIAP antagonists
Cc1ccc(OCCn2c(Br)nc3c2c(=O)n(C)c(=O)n3C)cc1,-0.1%,20%,-4%,12%,1.1,-15,772,1%,53%*,1.8%
COc1cccc(-n2nnc3c(=O)n(CC(=O)OCc4ccccc4)cnc32)c1,0.0%,1%,8%,-4%,1,12,760,-13%,4%,-3.7%
CN(C)C(CNC(=O)Cc1cccc(C(F)(F)F)c1)c1ccco1 (stereo not given),0.3%,4%,-6%,-2%,1.1,-19,762,3%,8%,-11%
CC(C)CCN1CCN(Cc2cccc(-n3cccn3)c2)CC1CCO (stereo not given),-0.3%,8%,-4%,7%,1.1,-8,744,1%,4%,-2.6%
Nc1scc2c(C(=O)N/N=C/c3ccc(Cl)cc3)nn(-c3ccccc3)c(=O)c12,0.3%,70%*,18%,-2%,1.1,x,x,15%,x,-2.3%
COc1ccc(N/C(=C/[N+](=O)[O-])SC)cc1,0.3%,-8%,26%,5%,1.1,-2,679,7%,-6%,-0.6%
CC(C)Cn1c2c(c(=O)[nH]c1=O)C(NS(=O)(=O)c1ccc(Cl)cc1)(C(F)(F)F)C(=O)N2 (stereo not given),0.1%,x,14%,0%,x,13,638,1%,x,x
O=C(CCc1ccccc1)NCCC1=CCCCC1,2.9%[50 µM],-6%,4%,-5%,1,-34,717,7%,-1%,-3.0%
CN(C)S(=O)(=O)c1ccc(Oc2ccc(S(=O)(=O)N(C)C)cc2)cc1,-1.1%,4%,5%,-2%,1,0,663,-1%,2%,-5.2%
O=C(NC(=S)N1CCN(Cc2ccccc2)CC1)c1ccco1,0.0%,-10%,4%,0%,1.1,-14,687,2%,-6%,-2.0%
Cc1nc(SCc2ccc(C(=O)O)cc2)nc2c1CCCC2,-3.1%,4%,32%,-1%,1.1,-9,682,5%,2%,-13%
Cc1ccccc1C(=O)NNC(=O)CSc1nnc(-c2ccncc2)n1-c1ccccc1,0.9%[50 µM],9%,3%,-2%,1.6,10,610,-1%,1%,-3.0%
Cc1sc(NC(=O)/C=C/c2ccco2)c(C(=O)O)c1C,0.4%,x,22%,2%,x,2,735,10%,x,x
CCOc1ccc(N=Nc2cc(C(C)C)ccc2O)cc1,3.4%,4%,-8%,-1%,0.9,45,700,-3%,5%,0.7%
O=C(Nc1ccccc1Cl)c1cc(S(=O)(=O)N2CCCCC2)ccc1N1CCOCC1,0.6%,-9%,14%,-2%,1,x,x,4%,0%,-4.3%
CC(C)CCNC(=O)Cn1c(=O)oc2cc(S(=O)(=O)N3CC(C)CC(C)C3)ccc21 (stereo not given),-1.2%,-5%,3%,2%,1.2,x,x,1%,3%,-4.0%
N=c1c2c(n(Cc3ccc(F)cc3)c3c1CCC3)CCCC2,0.4%,-2%,-5%,1%,1.1,-8,678,12%,-4%,-2.6%
COc1cccc(C(=O)N2CCN(Cc3ccc4c(c3)OCO4)CC2)c1OC,-1.9%,19%,5%,3%,1.1,0,746,4%,3%,-2.8%
COC(=O)CCC(=O)COc1ccc(OC)cc1C#N,3.5%[50 µM],1%,11%,5%,1.1,x,x,1%,-1%,-1.9%
O=C(c1ccccc1)C1Oc2ccccc2C2CC(c3cccs3)=NN12 (stereo not given),0.4%,15%,0%,-2%,1,-42,664,1%,12%,-9.8%
CN(C)CCCNC(=O)c1ccc2[nH]c3ccccc3c2c1,0.1%,10%,-23%,1%,1,x,x,12%,10%,-3.3%
COc1ccc(/C=C2\Oc3cc(OC(=O)N4CCOCC4)ccc3C2=O)c(OC)c1,-1.8%,x,0%,5%,x,-12,652,3%,x,x
CCOc1ccc(NC(=O)CCC(=O)O)cc1,0.9%,12%,18%,2%,1.1,10,785,13%,8%,-0.3%
Cc1nc([N+](=O)[O-])c(SCC(N)=O)n1Cc1ccccc1,-0.4%,4%,8%,16%,1.1,-4,753,5%,6%,4.7%
CCOc1ccc(-n2c(-c3ccco3)nc3c(cnn3-c3ccc(C)cc3)c2=O)cc1,0.1%,x,-3%,12%,x,5,795,-1%,x,x
SMILES,UTI89 phage lysis,PMI inhibitors,P. falciparum M17LAP,Siah-1 displacement,TNAP activation fold,Hep lipid drop,Hep lipid drop cells 6.5 µM,M1AAP inhibition,human PMI inhibitors,XIAP antagonists
O=C(NCCCN1CCCC1=O)c1ccc2c(=O)n(Cc3ccco3)c(=S)[nH]c2c1,3.9%,-18%,1%,33%,1.1,-4,714,10%,-14%,-0.5%
CC(C)(C)C1CCc2c(sc3nc(SCC(N)=O)nc(N)c23)C1 (stereo not given),-8.2%,20%,3%,-7%,0.9,-4,737,0%,29%,-2.4%
O=C(NCC1CCOCC1)c1ccc(OC2CCN(Cc3ccccn3)CC2)cc1,0.3%,0%,-1%,-2%,1.1,-12,716,16%,-3%,-2.7%
CCCc1[nH]nc2c1C(CCC)C(C#N)=C(N)O2 (stereo not given),-6.1%,10%,49%,0%,1,x,x,6%,12%,-2.8%
CCS(=O)(=O)N1CCN(c2ncnc3sc(C)c(C)c23)CC1,-0.4%,12%,-3%,3%,1.1,-2,580,6%,3%,-13%
COc1ccc(C)cc1NC(=O)COC(=O)c1ccc([N+](=O)[O-])o1,-7.5%,2%,0%,2%,1.1,4,713,1%,23%,-2.7%
O=C(N1CCOCC1)N1c2ccccc2Sc2ccccc21,0.2%,6%,-9%,3%,1.1,x,x,-5%,1%,-9.5%
NS(=O)(=O)c1cccc(NC(=O)COc2ncnc3c2cnn3-c2ccccc2)c1,1.0%,-8%,4%,-3%,0.9,14,654,7%,-7%,-0.4%
O=C(NCc1ccc(F)cc1)c1nc(-c2cccs2)no1,0.0%,-12%,-5%,-2%,1.2,5,648,6%,-21%,-7.3%
Cc1ccc(NC(=O)CCN2C(=O)c3ccncc3C2=O)cc1,2.3%,-2%,-4%,-1%,1.1,x,x,-3%,-2%,-2.2%
COc1ccc(OCCSc2nnc(CCNC(=O)c3ccc(OC)cc3)n2C)cc1,-1.1%,1%,-2%,0%,1.1,x,x,-1%,-4%,-2.3%
COc1cc(CC(=O)OCC(=O)Nc2ccc([N+](=O)[O-])cc2)cc(OC)c1OC,0.3%,-4%,5%,0%,1.1,-10,705,13%,6%,-2.5%
